FBW7 activator: FBW7 E3 ligase activators, primary screen, biochemical, AlphaScreen, human; AlphaScreen FBW7–phospho-cyclin E peptide binding, activator screen; normalized activity (activation), % at 26.1 µM; 0.13% of 650,000 active; in the data active = normalized activity above about 1.9%;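 also: purified mutant Fbw7 with reduced substrate affinity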
Target sequence (Q969H0 whole entry, looked up): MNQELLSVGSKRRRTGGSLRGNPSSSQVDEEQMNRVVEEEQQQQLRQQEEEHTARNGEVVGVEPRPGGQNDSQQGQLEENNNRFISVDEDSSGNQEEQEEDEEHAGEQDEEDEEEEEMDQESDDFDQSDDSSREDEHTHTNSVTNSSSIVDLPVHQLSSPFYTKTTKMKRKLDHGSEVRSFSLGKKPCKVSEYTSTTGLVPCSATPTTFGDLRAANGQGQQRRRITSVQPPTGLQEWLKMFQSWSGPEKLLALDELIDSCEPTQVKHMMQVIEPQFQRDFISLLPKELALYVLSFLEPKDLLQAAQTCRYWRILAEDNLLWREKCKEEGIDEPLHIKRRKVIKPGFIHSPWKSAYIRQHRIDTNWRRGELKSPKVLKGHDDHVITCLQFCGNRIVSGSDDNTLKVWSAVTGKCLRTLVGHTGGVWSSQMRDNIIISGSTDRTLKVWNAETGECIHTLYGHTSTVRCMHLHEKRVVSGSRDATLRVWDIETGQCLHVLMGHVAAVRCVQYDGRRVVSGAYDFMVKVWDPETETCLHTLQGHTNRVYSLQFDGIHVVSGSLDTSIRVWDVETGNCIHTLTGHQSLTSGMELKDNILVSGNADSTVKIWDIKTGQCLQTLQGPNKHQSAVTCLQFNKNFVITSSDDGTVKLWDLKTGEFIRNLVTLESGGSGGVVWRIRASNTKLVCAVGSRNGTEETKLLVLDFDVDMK
TEAD-YAP inh: TEAD-YAP interaction inhibition, primary screen, TEAD-YAP interaction inhibitor project, luminescence, HEK-TIYL cells. TEAD-Gal4/YAP UAS-luciferase luminescence. inhibition, % at 9.12 µM. 1.4% of 640,000 active. AID 1259422, 2018; in the data active = inhibition above about 32%;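 also: 0% = median of test compound wells and 100% = reference inhibitor wells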
MITF inh: MITF inhibitors, primary screen, biochemical, AlphaScreen, human; Microphthalmia-associated transcription factor (Homo sapiens), O75030; AlphaScreen MITF homodimerization, bead proximity signal; inhibition, % at 2.6 µM; 0.91% of 650,000 active; AID 1259374, 2018; in the data active = inhibition above about 50%;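 also: 0% = vehicle wells with protein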
GPR151 ag: activators of human GPR151, primary screen, cell-based, PathHunter beta-arrestin, luminescence; G-protein coupled receptor 151 (Homo sapiens), Q8TDV0; PathHunter beta-arrestin GPR151 cells; activation, % at 11.2 µM; 1% of 650,000 active; AID 1508602, 2020; in the data active = activation above about 4.9%;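 also: 0% = median of compound wells and 100% = cells with positive control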
Target sequence (Q8TDV0 whole entry, looked up): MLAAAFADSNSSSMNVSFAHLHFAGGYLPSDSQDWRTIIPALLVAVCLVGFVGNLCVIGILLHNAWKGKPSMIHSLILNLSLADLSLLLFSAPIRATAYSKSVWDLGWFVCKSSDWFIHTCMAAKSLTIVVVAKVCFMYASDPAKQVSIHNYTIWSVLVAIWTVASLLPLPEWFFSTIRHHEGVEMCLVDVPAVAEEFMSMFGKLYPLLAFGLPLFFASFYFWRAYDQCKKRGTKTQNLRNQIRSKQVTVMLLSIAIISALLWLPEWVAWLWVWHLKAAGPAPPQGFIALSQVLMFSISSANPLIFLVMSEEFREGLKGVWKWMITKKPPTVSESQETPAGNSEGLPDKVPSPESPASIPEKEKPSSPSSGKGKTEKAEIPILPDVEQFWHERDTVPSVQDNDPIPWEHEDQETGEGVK
* hit, by the source's call; & = joins results of further samples.

SMILES	FBW7 activator	TEAD-YAP inh	MITF inh	GPR151 ag
O=C(COC(=O)CNC(=O)c1ccccc1)Nc1cc(C(F)(F)F)cc(C(F)(F)F)c1	0.0	7	-9	-0.6
CCOc1ccc(C(CC(=O)O)NC(=O)c2ccccc2[N+](=O)[O-])cc1OC (stereo not given)	0.1	-5	-4	-0.8
CCC1SC2=NC(C)=C(C(=O)OC)C(c3ccccc3Br)N2C1=O (stereo not given)	-0.1	9	18	2.2
CCCCOc1ccc(C2=N/C(=C\c3cc(Br)ccc3OC)C(=O)O2)cc1	-0.2	5	1	0.9
COc1ccc(NC(=O)c2ccco2)cc1NC(=O)COc1ccc(C)cc1C	0.0	-8	6	2.0
O=C(N/N=C/c1ccccc1O)c1ccc([N+](=O)[O-])cc1[N+](=O)[O-]	-0.2	13	15	-0.3
CC(=O)C1C(c2cccnc2)NC(=O)NC1(O)C(F)(F)F (stereo not given)	0.0	2	17	0.8
COc1ccc(C(=O)N2c3ccccc3C(N(C(C)=O)c3ccccc3)CC2C)cc1 (stereo not given)	-0.1	21	10	-1.6
Cc1ccc(C(=O)NN2C(=O)C3C4c5ccccc5C(c5ccccc54)C3C2=O)cc1 (stereo not given)	0.7	2	6	-0.2
Cc1ccccc1CSc1ccc2nnc(CCNS(=O)(=O)c3ccccc3)n2n1	0.2	-8	-8	-0.6
Cc1ccc(N2CCN(C(=O)C3CC(Cc4ccc(F)cc4)=NO3)CC2)c(C)c1 (stereo not given)	-0.1	-36	14	1.6
O=C(CCC1CCN(C(=O)CCC(=O)c2ccccc2)CC1)Nc1ccccc1	0.0	0	-5	0.1

The last six compounds of the part above open the next one.
SMILES	FBW7 activator	TEAD-YAP inh	MITF inh	GPR151 ag
CC(=O)C1C(c2cccnc2)NC(=O)NC1(O)C(F)(F)F (stereo not given)	0.0	2	17	0.8
COc1ccc(C(=O)N2c3ccccc3C(N(C(C)=O)c3ccccc3)CC2C)cc1 (stereo not given)	-0.1	21	10	-1.6
Cc1ccc(C(=O)NN2C(=O)C3C4c5ccccc5C(c5ccccc54)C3C2=O)cc1 (stereo not given)	0.7	2	6	-0.2
Cc1ccccc1CSc1ccc2nnc(CCNS(=O)(=O)c3ccccc3)n2n1	0.2	-8	-8	-0.6
Cc1ccc(N2CCN(C(=O)C3CC(Cc4ccc(F)cc4)=NO3)CC2)c(C)c1 (stereo not given)	-0.1	-36	14	1.6
O=C(CCC1CCN(C(=O)CCC(=O)c2ccccc2)CC1)Nc1ccccc1	0.0	0	-5	0.1
COCC(=O)N1CCC(Oc2ccc(C(=O)NCCn3ccnc3C)cc2)CC1	0.0	4	15	-0.6
COc1ccc(OC)c(NC(=O)c2ccc(OC)c([N+](=O)[O-])c2)c1	0.2	-1	5	-0.3
COc1ccc(C(=O)CN2CCN(c3ccccc3OC)CC2)cc1	-0.1	-18	-7	-1.1
Cc1cccn2c(=O)c3cc(C(=O)N4COCC4(C)C)sc3nc12	-0.1	-11	-5	1.2
CCc1cc(-c2n[nH]c(C)c2Oc2ccccc2)c(O)cc1OC(C)C	-0.2	3	-1	1.0
COc1ccc2cc(-c3[nH]ncc3CN3CCCO3)ccc2c1	0.1	-20	-11	-2.9
Cc1ccc(NC(=O)c2sc3ncn(Cc4ccccc4F)c(=O)c3c2C)c(Br)c1	0.4	-1	11	-0.1
Cc1ccnc2nc(C(=O)OCC(=O)N3CCc4ccccc43)nn12	-0.1	10	0	-1.3
CN1C(=S)SC(C)(/[N+]([O-])=C/c2ccc([N+](=O)[O-])cc2)C1(C)C (stereo not given)	0.0	-11	-6	0.3
CCn1c(SCCN2CCCCC2)nc2c1c(=O)[nH]c(=O)n2C	-0.3	5	-6	0.8
O=c1c2ccccc2ncn1C1CCCCC1	-0.1	-3	-4	1.1
CC(C)N1C(=O)CN(C2CCCCCC2)C(=O)C1c1ccccc1F (stereo not given)	0.2	-2	6	-0.4
CCOC(=O)c1cn2c3c(c(F)c(F)cc3c1=O)SC(N1CCOCC1)=N2	0.0	-2	4	0.7
Cc1cc(C)nc(Sc2ccc3nsnc3c2[N+](=O)[O-])n1	0.0	3	2	0.1
COC(=O)c1ccc(OCC(O)CN2CCN(c3ccccc3F)CC2)cc1 (stereo not given)	-0.1	6	0	-0.1
COc1cccc(CN2CCNC(=O)C2CC(=O)NCCc2cccnc2)c1OC (stereo not given)	0.6	4	1	0.0
O=[N+]([O-])c1ccccc1CN1CCOCC1	0.0	8	-9	4.8
c1ccc(-c2[nH]ncc2CNCc2ccco2)cc1	-0.2	-5	-1	-1.4
CCCN1CCc2nnc(CNC(=O)c3ccccc3)n2CC1	-0.1	-2	-20	0.0
COC(=O)c1sccc1NC(=O)CC#N	0.0	1	11	-1.0
CC1(C)c2cc(Br)ccc2N2CCC(=O)NC21C (stereo not given)	-0.1	-3	0	1.2
CC(C)(C)c1ccc(NC(=O)COC(=O)CCc2nc3ccccc3c(=O)[nH]2)cc1	0.2	-8	5	0.3
c1ccc2c(c1)OCCC2Nc1ncnc2sc3c(c12)CCC3 (stereo not given)	-0.1	7	9	1.6
CN(CC(=O)N1CCC(Cc2ccccc2)CC1)S(=O)(=O)c1ccc2ccccc2c1	-0.2	-10	5	5.7*

In the list so far, 5 have an NH in an aromatic ring:
SMILES	FBW7 activator	TEAD-YAP inh	MITF inh	GPR151 ag
CCc1cc(-c2n[nH]c(C)c2Oc2ccccc2)c(O)cc1OC(C)C	-0.2	3	-1	1.0
COc1ccc2cc(-c3[nH]ncc3CN3CCCO3)ccc2c1	0.1	-20	-11	-2.9
CCn1c(SCCN2CCCCC2)nc2c1c(=O)[nH]c(=O)n2C	-0.3	5	-6	0.8
c1ccc(-c2[nH]ncc2CNCc2ccco2)cc1	-0.2	-5	-1	-1.4
CC(C)(C)c1ccc(NC(=O)COC(=O)CCc2nc3ccccc3c(=O)[nH]2)cc1	0.2	-8	5	0.3

Going on with the list:
SMILES	FBW7 activator	TEAD-YAP inh	MITF inh	GPR151 ag
C/C=C\C(=O)Nc1scc2c(C(=O)OCC)nn(-c3ccc(Cl)cc3)c(=O)c12	0.1	8	14	0.6
Cn1cc(CN2CCOc3ccc(CN4CCC(Oc5cccnc5)CC4)cc3C2)cn1	-0.1	7	7	0.4
COC(=O)c1nnn(-c2nonc2N)c1COc1ccc(C=O)cc1OC	0.1	12	-13	1.4
O=S(=O)(NC1CCCC1)c1ccc(S(=O)(=O)N2CCCC(O)C2)cc1 (stereo not given)	0.2	-9	-33	-1.9
c1ccc(N2CCN(c3nccc(NCc4nc5ccccc5[nH]4)n3)CC2)nc1	0.0	-10	3	1.6
Cc1nc2c3ccccc3nc(NNC(=O)CCC(=O)NCCC(C)C)n2n1	0.0	-2	2	-0.1
CCc1nnc(-c2cn(CC(=O)NCCOC)c3ccccc23)o1	0.7	-1	48	2.3
CC(NC(=O)Nc1ccccc1C(F)(F)F)C1CCCO1 (stereo not given)	-0.2	9	11	2.1
Nc1nc(C(F)(F)F)cc(=S)s1	-0.2	8	-3	2.1
O=C(NC1C2CC3CC(C2)CC1C3)c1ccc(NCc2ccco2)c([N+](=O)[O-])c1 (stereo not given)	0.1	-5	-12	-0.2
CCCn1cc(SCC(=O)N2N=C(c3cccs3)CC2c2ccc(C)cc2)c2ccccc21 (stereo not given)	-0.1	19	7	0.4
COc1ccc(-n2c(SCC(N)=O)nnc2-c2cccs2)cc1	-0.1	-7	2	0.3
Cc1nn(-c2ccc(Cl)cc2)c(Cl)c1C=O	0.0	2	-4	0.1
CCn1c2ccccc2n2c(=O)n(CC(=O)Nc3ccc(OC)nc3)nc12	-0.1	8	-7	-0.1
O=C(Nc1c2c(nn1-c1ccc([N+](=O)[O-])cc1)CS(=O)(=O)C2)c1ccco1	0.0	0	6	0.3
Nc1cc(C(F)(F)F)ccc1OCC1CCCO1 (stereo not given)	-0.1	-34	-4	3.0
COC(=O)CSc1nc(N)c(C#N)c(-c2ccc(Br)cc2)c1C#N	0.0	6	7	0.6
N#CC1=C2SCC(O)(c3ccccc3)N2C(=O)CC1c1ccc(Cl)cc1 (stereo not given)	-0.2	-11	-4	0.5
COCCNc1nc(-c2cccc(Cl)c2)ccc1C(=O)Nc1cccc(OC)c1	1.2	-1	6	1.1
CC(=O)NC1(C(F)(F)F)C(=O)Nc2c1c(=O)[nH]c(=O)n2CCc1ccccc1 (stereo not given)	1.5	9	1	2.4
CSc1cccc(NC(=O)Cn2cc(Br)c([N+](=O)[O-])n2)c1	-0.2	2	-7	-0.1
C(=N\N1CCN(C2c3ccccc3-c3ccccc32)CC1)/c1cccnc1	-0.1	-16	6	-0.3
CCOC(=O)c1c(C)oc2ccc(N(C(=O)c3ccccc3Cl)S(=O)(=O)c3ccccc3)cc12	0.0	-4	5	0.5
CCOc1cc(CO)cc(I)c1OCc1ccc(C(=O)O)cc1	0.0	-2	-5	1.4
O=C(/C=C/c1ccc(O)c(O)c1)O[C@@H]1C[C@](O)(C(=O)O)C[C@@H](O)[C@H]1O	-0.1	-3	15&-4	0.6&-1.0
CCOC(=O)C1=C(N2CCCCC2)c2cc3c(n2C1=O)CCCC3	-0.2	12	10	-1.0
CC(C)(C)NC(=O)C(c1ccc(Cl)cc1)N(Cc1cccs1)C(=O)c1csnn1 (stereo not given)	-0.2	13	2	0.2
Cc1c(C(=O)N2CCOCC2)oc2ccc3c(c12)C(=O)CC(C)(c1ccc(F)cc1)O3 (stereo not given)	0.2	-3	9	-0.2
CCOc1ccc(-c2nnc(SCC(N)=O)n2-c2ccccc2)cc1	0.7	-3	-11	0.1
CC(C)n1c(-c2ccccc2)nc2c(NCCOc3ccccc3)ncnc21	-0.1	-7	-3	-0.7
O=C(O)C1CSC(c2cccc(O)c2)N1 (stereo not given)	0.0	2	8	-0.5
COC(=O)CN1C(c2cc(OC)c(OC)c(OC)c2)=Nc2ccc(C)cc2C1c1ccccc1 (stereo not given)	0.0	-11	12	-1.1
COc1ccc(OC)c(NC(=O)c2coc(=O)c3ccccc23)c1	0.1	18	16	0.9
Cn1c(-c2ccccc2)nn(CN2CCN(C(=O)c3ccccc3)CC2)c1=S	0.2	-2	-6	2.5
CC(C)(C)C1CCc2c(sc(NC(=O)c3ccncc3)c2C(N)=O)C1 (stereo not given)	-0.1	-24	-18	0.8
O=C(NC12CC3CC(CC(C3)C1)C2)c1ccccc1NS(=O)(=O)c1cccs1	0.2	3	5	-1.2
COc1ccc(N2CCN(C(=O)c3ccc4c(c3)NC(=O)C(CSCc3ccccc3F)N4)CC2)cc1 (stereo not given)	0.3	3	9	1.4
O=[N+]([O-])c1ccc(N/N=C/c2ccc3c(c2)OCO3)c(S(=O)(=O)N2CCCCC2)c1	0.5	4	15	-0.1
COc1ccc(NC(=O)c2ccc(Nc3cc(C)nc4ncnn34)cc2)cc1	0.2	1	23	-1.1
O=C1CSC(c2ccc(F)c(F)c2)N1c1ccc(Cl)c(Cl)c1 (stereo not given)	-0.2	-11	-3	-0.7
CCOC(=O)c1nn(-c2ccc(Cl)cc2)c(=O)c(C#N)c1C	-0.1	-7	9	1.2
N#Cc1c(NC(=O)c2ccc3c(c2)OCO3)sc2c1CCCC2	0.2	-65	7	-0.3
COCCCNC(=O)CCc1ccc(S(=O)(=O)Nc2ccc(C)cc2)cc1	0.2	-15	8	-0.3
Cc1oc(C(C)(C)C)c(CO)c1C(=O)O	0.0	9	-10	-0.1
CCOC(=O)c1c(NC(=O)CSC2=NCCS2)sc2c1CCCC2	0.1	1	2	-1.9
COc1ccc(C2C(C(=O)OC(C)C)=C(C)NC3=C2C(=O)CCC3)c(OC)c1 (stereo not given)	1.1	6	7	-1.8
CC(C)(C)Cc1nnc(NC(=O)Cc2ccc(Br)cc2)s1	-0.1	-12	3	1.5
CCCC(=O)Nc1cccc(CN(C)C(=O)Nc2ccc(-c3cn[nH]c3)cc2)c1	0.8	-23	25	1.0
NS(=O)(=O)c1ccc(NNC(=S)NCCc2ccccc2)cc1	0.0	8	9	0.2
Cc1ccnc(NC(=O)c2cccc([N+](=O)[O-])c2C)c1	0.0	-11	6	-0.5
Cn1ccnc1SCC(=O)N1N=C2/C(=C/c3ccco3)CCCC2C1c1ccco1 (stereo not given)	0.0	3	10	0.2
O=C(NCCc1ccccc1)c1ccc(CSc2ccc(Cl)cc2)cc1	0.1	-9	5	2.4
COc1ccc(Cl)cc1N1C(=O)C(Cl)=C(N2CCCCC2)C1=O	0.4	4	2	2.1
Cc1ccc(-c2nnc(Nc3ccccc3)c3ccccc23)cc1S(N)(=O)=O	-0.1	-4	0	0.4
Cc1ccccc1Cn1ccc(-c2ccc(Cl)cc2)c(C#N)c1=O	0.1	1	24	-2.2
N#Cc1ccccc1NC(=O)CSc1nc(N)c(C#N)cc1C#N	-0.1	-2	3	0.9
O=C(NCc1cccnc1)c1cccnc1Sc1ccc(Cl)cc1	0.3	3	7	1.0
Nc1ccc(-c2cnc3c(Nc4ccccc4Oc4ccccc4)nccn23)cc1	0.4	17	15	-0.7
Cc1nc2cccnc2n1C1CCN(C(=O)c2cccnc2)CC1	0.2	0	18	-1.0
COc1ccc(C(=O)Nc2ccc(Br)cc2C(=O)O)cc1Cl	0.0	-13	-6	-0.1
O=C1OC(c2ccc(Br)o2)=N/C1=C\c1ccccc1F	0.5	0	15	-0.9

Three compounds from above, ordered by heavy-atom count, rising:
SMILES	FBW7 activator	TEAD-YAP inh	MITF inh	GPR151 ag
Cc1ccnc(NC(=O)c2cccc([N+](=O)[O-])c2C)c1	0.0	-11	6	-0.5
Cc1nc2cccnc2n1C1CCN(C(=O)c2cccnc2)CC1	0.2	0	18	-1.0
Nc1ccc(-c2cnc3c(Nc4ccccc4Oc4ccccc4)nccn23)cc1	0.4	17	15	-0.7

Screening results as filed in PubChem.
